cardiac RTF act: cardiac RTF calcium sensitivity activators, primary screen, biochemical, IANBD-TnC fluorescence, EC20 calcium | 340,000 compounds, 0.24% hits | AID 493008, 2010 | activation, % at 7.2 µM | IANBD-labeled TnC RTF fluorescence at EC20 calcium; 0% EC20 calcium, 100% full calcium | Troponin I, cardiac muscle (Homo sapiens) + Troponin T, cardiac muscle (Homo sapiens) + …;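 active = activation above the mean over all tested compounds plus 3 SD, cut at about 30% in these data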;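 also: rise in fluorescence read as greater calcium sensitivity of cardiac thin filaments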
Keap1 Nrf2 FP: Keap1-Nrf2 protein-protein interaction inhibitors, primary screen, biochemical, fluorescence polarization, single point; Kelch-like ECH-associated protein 1 (Homo sapiens), Q14145; Keap1 Kelch-Nrf2 peptide fluorescence polarization, 1536-well; inhibition, % at 9.4 µM; 340,000 compounds, 0.15% hits; in the data active = inhibition above about 12%;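 also: human Keap1 Kelch domain with fluorescein labeled Nrf2 9mer peptide probe; 0% = neutral control wells and 100% = peptide positive control; higher means more block of Keap1 binding to Nrf2 peptide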
RTF Ca sens inh: cardiac RTF calcium sensitivity inhibitors, primary screen, biochemical, IANBD-TnC fluorescence, EC70 calcium; IANBD-labeled cardiac RTF, Ca2+ fluorescence; inhibition, % at 7.15 µM; Troponin I, cardiac muscle (Homo sapiens) + Troponin T, cardiac muscle (Homo sapiens) + …; 340,000 compounds, 0.12% hits;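 active = inhibition above the mean inhibition of all tested compounds plus 3 SD, cut at about 17% in these data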;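 also: assay run at fixed EC70 calcium of 1.6 mM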
OPRM1-OPRD1 inv: inverse agonists of MOR-DOR heterodimerization, primary screen, cell-based, luminescence; Mu-type opioid receptor (Homo sapiens) + Delta-type opioid receptor (Homo sapiens), …; AID 504357, 2011; inhibition, % at 9.3 µM; 340,000 compounds, 0.21% hits; cell-based MOR-DOR heterodimer luminescence, inverse agonism; in the data active = inhibition above about 22%, passing the limit was not always enough;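 also: 0% = cells with DMSO and 100% = wells without cells with DMSO; values of inactives mirror those of a sister screen read the other way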
Target sequence (P35372 whole entry, looked up): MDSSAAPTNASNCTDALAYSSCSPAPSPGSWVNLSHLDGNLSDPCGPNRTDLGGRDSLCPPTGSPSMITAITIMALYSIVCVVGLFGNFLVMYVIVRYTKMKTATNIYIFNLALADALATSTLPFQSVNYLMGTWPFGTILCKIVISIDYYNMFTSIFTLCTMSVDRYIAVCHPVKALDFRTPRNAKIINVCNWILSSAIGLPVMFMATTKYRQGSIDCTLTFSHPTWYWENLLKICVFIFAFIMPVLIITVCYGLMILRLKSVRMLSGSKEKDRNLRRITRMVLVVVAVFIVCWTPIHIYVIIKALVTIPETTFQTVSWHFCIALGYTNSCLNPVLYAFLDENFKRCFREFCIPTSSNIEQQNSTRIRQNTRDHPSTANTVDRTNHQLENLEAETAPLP
Target sequence (P41143 whole entry, looked up): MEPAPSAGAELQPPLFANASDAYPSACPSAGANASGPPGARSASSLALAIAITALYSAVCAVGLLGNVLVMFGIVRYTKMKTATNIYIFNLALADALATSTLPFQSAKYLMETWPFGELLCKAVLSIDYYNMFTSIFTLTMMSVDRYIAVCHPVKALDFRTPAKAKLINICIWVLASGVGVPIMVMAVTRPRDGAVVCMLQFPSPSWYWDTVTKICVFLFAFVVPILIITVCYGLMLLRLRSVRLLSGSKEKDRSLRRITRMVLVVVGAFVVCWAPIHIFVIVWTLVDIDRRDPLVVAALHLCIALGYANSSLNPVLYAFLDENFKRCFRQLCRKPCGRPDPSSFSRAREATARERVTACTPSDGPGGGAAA
DSG3 Ab inh: inhibitors of pemphigus antibody binding to DSG3, primary screen, biochemical, bead-based, flow cytometry, scFv-GFP | DSG3-coupled beads, scFv-anti-DSG3-GFP binding; active compounds read low | binding (percent of control), % at 10 µM | 310,000 compounds, 0.48% hits | AID 588358, 2011;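 active = binding more than 3 SD below its plate's average and above zero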;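 also: hits lower antibody fragment binding to DSG3; some compounds called inactive have numbers as strong as hits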
V-ATPase pH: regulators of yeast V-ATPase proton pumping, primary screen, pHLuorin cytosolic pH fluorescence. AID 504577, 2011. 350,000 compounds, 0.37% hits. S. cerevisiae. response, % at 10 µM; in the data active = response mostly above about 7.3%, no sharp cut-off; inactive = mostly below about 5.4%; also: actives read high; inactives centre near 0; some compounds called inactive have numbers as strong as hits; reference of the scale not given here
C-LANA FP: inhibitors of KSHV C-LANA binding to DNA, primary screen, biochemical, fluorescence polarization, FAM-LBS DNA, MBP-C-LANA, single point. Kaposi's sarcoma herpesvirus LANA C-terminal domain (residues 932-1162) DNA binding. inhibition, % at 9 µM. 340,000 compounds, 0.078% hits;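 active = highest replicate inhibition at or above 60% at 9 µM, even if other replicates fall short; inactive = all replicates below 60% inhibition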;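 also: 0% = neutral control wells and 100% = 4 µM acridine orange control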
MOR-DOR ag: agonists of OPRM1-OPRD1 heterodimerization, primary screen, cell-based, luminescence | Mu-type opioid receptor (Homo sapiens) + Delta-type opioid receptor (Homo sapiens), … | cells | activation, % at 9.3 µM | 340,000 compounds, 0.3% hits | AID 504326, 2011; in the data active = activation above about 18%;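 also: 0% = vehicle-treated cells and 100% = reference agonist; values of inactives mirror those of a sister screen read the other way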
Arr AP2 block: inhibitors of beta-arrestin/AP2 binding, primary screen, biochemical, GPCR trafficking, flow cytometry. beta-arrestin 1 C-terminal peptide binding to AP2 beta2-adaptin appendage (human). FITC-arrestin peptide / GST-AP2 beads; AP2 beta2 appendage carries R879A mutation. inhibition, % at 10 µM. 340,000 compounds, 0.31% hits;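 active = inhibition above a set limit, near 3 SD of compounds lacking own fluorescence, cut at about 54% in these data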;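 also: plate controls were DMSO wells for no effect and 5 µM unlabelled arrestin peptide for full effect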
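Measured by: flow cytometry, FL1 (488/535 nm); Material: AP2 appendage R879A on GSH beads; Evaluation: percent response; Timing: pre-incubation 12 min, peptide binding 1 h, room temperature; Also added: 50 nM FITC-arrestin peptide; Medium: PBS with 0.05% Tween 20 and 0.1% BSA.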
Wnt act: Wnt/beta-catenin pathway activators, primary screen, cell-based, plate reader, single point | Wnt/beta-catenin reporter cell assay, activator | activation, % at 9.35 µM | 300,000 compounds, 1.2% hits | AID 743398, 2014; in the data active = activation above about 30%, passing the limit was not always enough;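 also: 0% = neutral control wells and 100% = positive control wells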
Active calls of the source: *; . = no result given.

cardiac RTF act	Keap1 Nrf2 FP	RTF Ca sens inh	OPRM1-OPRD1 inv	structure	DSG3 Ab inh	V-ATPase pH	C-LANA FP	MOR-DOR ag	Arr AP2 block	Wnt act
6.6	-4.3	-7.3	14.8	CCCCCc1c(C)nc(Nc2nc(C)c3cc(OC)ccc3n2)[nH]c1=O	108.5	3.8	2.2	-2.6	-1.7	-3.0
0.0	-4.1	-1.4	4.8	CCn1c(C(C)NC(=O)c2cccs2)nc2ccccc21 (centres undefined)	95.3	-0.7	-1.4	-0.9	-2.6	1.0
-1.9	-4.0	1.8	3.3	CCOC(=O)N1CCN(C(=O)Cc2ccsc2)CC1	96.9	-0.9	0.5	-0.6	5.7	.
0.0	-0.6	-14.4	7.8	CC/C(=N\NC(=O)c1csc(C)c1C)c1cccs1	101.0	-0.7	-0.3	-1.4	-6.2	-1.0
2.0	-3.9	-7.5	7.1	Cc1ccc(N(CC(=O)NC2CCCC2)C(=O)CCC(=O)Nc2nccs2)cc1C	114.1	0.7	-0.1	-1.3	-2.0	-2.4
-3.6	-2.0	4.2	20.2	O=c1c2[nH]c3ccccc3c2ncn1Cc1ccncc1	.	3.2	-1.3	-3.3	5.9	1.4
-0.2	3.4	-4.1	5.7	O=C(c1ccco1)N1CCN(Cc2cccc([N+](=O)[O-])c2)CC1	95.5	-0.1	2.9	-1.1	4.2	-1.7
-1.6	-2.8	-5.0	0.1	N#CC1=C(N)N2C(=C(C#N)C1c1cccc(Br)c1)Nc1ccccc12 (centres undefined)	84.7	1.4	1.2	0.0	-8.4	-33.8

Looked up one by one from above:
cardiac RTF act	Keap1 Nrf2 FP	RTF Ca sens inh	OPRM1-OPRD1 inv	structure	DSG3 Ab inh	V-ATPase pH	C-LANA FP	MOR-DOR ag	Arr AP2 block	Wnt act
0.0	-4.1	-1.4	4.8	CCn1c(C(C)NC(=O)c2cccs2)nc2ccccc21 (centres undefined)	95.3	-0.7	-1.4	-0.9	-2.6	1.0
-1.6	-2.8	-5.0	0.1	N#CC1=C(N)N2C(=C(C#N)C1c1cccc(Br)c1)Nc1ccccc12 (centres undefined)	84.7	1.4	1.2	0.0	-8.4	-33.8
0.0	-0.6	-14.4	7.8	CC/C(=N\NC(=O)c1csc(C)c1C)c1cccs1	101.0	-0.7	-0.3	-1.4	-6.2	-1.0

Continued:
cardiac RTF act	Keap1 Nrf2 FP	RTF Ca sens inh	OPRM1-OPRD1 inv	structure	DSG3 Ab inh	V-ATPase pH	C-LANA FP	MOR-DOR ag	Arr AP2 block	Wnt act
-0.2	-2.9	-4.0	-2.5	Cc1cccn2cc(CCNC(=O)c3cccs3)nc12	93.0	-4.8	0.9	0.5	-14.7	-2.6
3.2	0.0	-0.1	0.2	CCOc1ccc(CN(Cc2ccco2)C(c2cccs2)c2nnnn2C(C)(C)C)cc1 (centres undefined)	100.3	-1.0	-0.8	0.0	20.2	.
3.6	1.1	-5.2	11.7	NC(=O)CSc1cn(Cc2ccc(F)cc2)c2ccccc12	109.6	1.5	-0.9	-2.0	5.0	-1.7
1.7	2.2	-15.5	5.3	O=C(CCS(=O)(=O)c1cccc2nsnc12)N1CC(=O)N(CCc2ccccc2)C(=O)C1	104.4	2.6	1.6	-1.0	7.0	-2.1
-1.1	-2.9	-4.6	4.6	Cc1cccc(Nc2nnc(SCC(=O)c3c(N)n(C4CC4)c(=O)[nH]c3=O)s2)c1C	88.8	1.4	1.3	-1.2	6.2	-3.7
1.7	-4.2	-3.8	-12.5	Cc1cc(C)n(CCC(=O)N2CCCC(N3CCN(c4cccc(Cl)c4)CC3)C2)n1 (centres undefined)	106.6	6.3	0.1	2.3	6.0	-1.7
-8.9	-0.7	18.5*	-20.1	CCc1cc(C(=O)N/N=C/c2ccc(OC)cc2)c2ccccc2n1	117.1	0.7	-0.7	2.5	4.3	-2.5
-0.4	3.8	-6.6	9.4	Cc1ccc(OS(=O)(=O)c2ccccc2)c(/C=N/N=C2\NC(=O)C(C)S2)c1 (centres undefined)	94.5	1.7	0.1	-1.8	-1.8	.
-3.4	-0.3	-17.4	1.4	CC(C)CCN1CCC(CN2CCNC(=O)C2=O)CC1	100.9	3.8	2.3	-0.3	13.4	0.1
.	.	.	.	CC(=O)/C(=N\Nc1ccccc1)Oc1ccc(Br)cc1	103.9	-6.1	.	.	6.6	-14.2
0.1	-8.7	1.6	9.5	CC(=O)Nc1nnc(SCC(=O)c2ccc(F)cc2)s1	101.6	3.1	0.2	-1.6	4.3	5.2
-4.0	7.0	0.9	11.8	O=C(NCc1nnc(SCC(=O)N2CCCC2)o1)c1ccccc1	107.2	-2.3	1.1	-2.9	-4.9	1.9
-5.6	-3.7	-2.6	2.2	COc1cccc(CNC(=O)C2CCN(S(=O)(=O)c3c(C)nn(C)c3C)CC2)c1	.	0.7	-6.0	-0.4	9.5	-4.6
-1.4	-2.5	-2.2	3.6	COc1ccccc1NC(=O)COC(=O)/C=C/c1ccccc1[N+](=O)[O-]	107.9	1.5	-1.1	-0.7	13.3	.
0.5	0.8	-8.2	-35.7	COc1cccc(C(=O)O/N=C(\N)c2ccc([N+](=O)[O-])cc2)c1	96.4	-3.0	0.8	6.8	3.7	.
0.2	-2.7	-6.6	-7.7	O=S(=O)(c1ccc(OCc2nc3ccccc3s2)c(Cl)c1)N1CCOCC1	92.6	0.1	-1.1	1.3	1.0	.
-2.1	-5.5	0.3	3.2	O=C(CSc1nc2ccccc2c(=O)n1CCCN1CCOCC1)Nc1ccc(F)c(Cl)c1	107.3	1.2	0.9	-0.8	-9.1	-2.8
-1.7	0.9	-2.3	-38.0	COc1ccc(-c2nn(-c3ccccc3)cc2/C=N/NC(=S)NC(C)C)cc1OC	97.5	1.4	1.4	6.3	-5.3	.
0.3	-1.8	-3.0	20.2	Cc1cc2nc(C3CCN(Cc4nnnn4Cc4cccs4)CC3)[nH]c2cc1C	99.5	6.5	0.0	-3.8	11.2	-5.8
2.3	-2.3	3.9	9.7	CSc1ccccc1NC(=O)Cc1ccccc1[N+](=O)[O-]	96.8	-3.3	-2.5	-1.9	14.0	-1.4
1.3	-2.8	-5.8	13.1	O=C(Nc1ccccc1)c1ccccc1NC(=O)c1ccccc1[N+](=O)[O-]	.	0.6	0.6	-2.6	17.4	0.1
4.7	-6.0	-29.5	8.6	Cc1ccc(C)c(NC(=O)Cc2nc(CCl)cs2)c1	121.4	0.0	0.7	-1.6	6.0	4.1
-0.5	-1.7	-3.7	9.4	O=C(O)c1cccc2c1/C(=N/Nc1ccc([N+](=O)[O-])cc1[N+](=O)[O-])c1ccccc1-2	98.8	1.8	0.5	-1.6	-4.3	.
1.9	-3.1	-6.1	5.7	CCc1ccc(OC(=O)CN2C(=O)c3ccccc3C2=O)cc1	112.7	-7.5	-0.9	-1.1	20.1	-0.9
10.4	0.8	-0.2	8.9	O=C1C=C(c2ccc3ncccc3c2)C[C@@H](c2ccc(Cl)cc2)C1	99.4	1.3	0.4	-1.6	2.6	-3.1
-0.2	-3.0	-8.8	-6.8	COc1cc2c(-c3ccccc3O)nc3c(c(C)nn3-c3ccccc3)c2cc1OC	101.5	-1.4	-1.6	1.3	5.6	-9.8
2.3	-2.6	-6.7	10.8	CCCNC(=O)Cn1c2ccccc2c2nc(=O)cc(C)n21	99.0	0.5	0.3	-2.0	5.0	-0.6
-2.5	-10.9	-1.8	6.1	O=C(Nc1cc(Cl)ccc1Cl)C1CC(=O)N(c2ccccc2)C1 (centres undefined)	102.1	1.3	-6.6	-1.3	4.5	-2.2
5.5	-6.5	-7.3	-20.6	COc1ccccc1-n1cc2c([N+](=O)[O-])cc([N+](=O)[O-])cc2n1	101.1	7.1	-2.8	4.3	17.1	4.8
-2.2	2.1	2.9	-1.3	CC(C)(C)OC(=O)NCCc1nnc(SCC(=O)Nc2cccc(Cl)c2)o1	104.0	-1.6	0.2	0.3	0.6	-7.5
-3.0	3.3	10.6	15.9	COc1cc(OC)cc(C(=O)Nc2ccc(S(=O)(=O)Nc3ncccn3)cc2)c1	99.2	0.1	-0.4	-3.0	54.7*	-0.4
0.1	-4.4	3.0	-3.8	CCCCCCSc1ccc([C@H]2N[C@@](CC(C)C)(C(=O)OC)[C@H]3C(=O)N(C)C(=O)[C@@H]23)cc1OC	94.6	-0.2	3.2	0.7	25.3	-8.0
-3.2	-5.0	-0.1	-8.3	CCOc1ccc(OCC)c(NC(=O)C(NS(=O)(=O)c2ccc3c(c2)oc(=O)n3C)C(C)C)c1 (centres undefined)	99.3	8.0	-0.9	1.5	24.1	-1.8
-1.5	-1.7	-6.6	-2.7	Cc1ccc(S(=O)(=O)NCc2ccc(C(=O)NCCN(Cc3ccccc3)C(C)C)cc2)cc1	103.3	0.3	1.0	0.5	25.2	-1.5
253.4*	32.8*	-291.0	4.5	CCN(CC)c1ccc2cc(S(=O)(=O)c3ccc(Cl)cc3)c(=O)oc2c1	104.5	1.0	41.0	-0.9	16.1	-2.3

Bioassay records from PubChem BioAssay.
